# Compound activity: PubChem, Sanford-Burnham Center for Chemical Genomics
# SENP7 inh – blocks the human protease SENP7 | hit rate 1.5% among 330,000 | Q9BQF6 | recombinant SENP7, Z-RLRGG-aminoluciferin luminescence, 40 min | inhibition, % at 5 µM;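 active = inhibition above about 50% at the single test dose, limit read from the data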;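 also: plate controls were DMSO with enzyme for no effect and no enzyme buffer wells for full effect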
# Target sequence (Q9BQF6 706-1050 limits assumed): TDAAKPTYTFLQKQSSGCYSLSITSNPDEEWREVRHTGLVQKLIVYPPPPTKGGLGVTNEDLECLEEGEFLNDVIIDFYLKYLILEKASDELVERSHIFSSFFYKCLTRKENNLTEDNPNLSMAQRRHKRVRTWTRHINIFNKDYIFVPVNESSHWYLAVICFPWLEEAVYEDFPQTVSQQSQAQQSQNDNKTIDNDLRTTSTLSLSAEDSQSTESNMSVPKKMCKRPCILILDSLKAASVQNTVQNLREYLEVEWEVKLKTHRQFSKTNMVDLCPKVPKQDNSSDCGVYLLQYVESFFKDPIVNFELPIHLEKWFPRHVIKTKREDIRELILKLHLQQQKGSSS
# SENP8 block – blocks human SENP8 cleavage of Nedd8 substrate. recombinant SENP8, Nedd8 substrate fluorescence. inhibition, % at 20 µM. Q96LD8. AID 602440. hit rate 0.64% among 360,000; in the data active = inhibition mostly above about 40%, no sharp cut-off; inactive = mostly below about 27%
# Target sequence (Q96LD8 whole entry, looked up): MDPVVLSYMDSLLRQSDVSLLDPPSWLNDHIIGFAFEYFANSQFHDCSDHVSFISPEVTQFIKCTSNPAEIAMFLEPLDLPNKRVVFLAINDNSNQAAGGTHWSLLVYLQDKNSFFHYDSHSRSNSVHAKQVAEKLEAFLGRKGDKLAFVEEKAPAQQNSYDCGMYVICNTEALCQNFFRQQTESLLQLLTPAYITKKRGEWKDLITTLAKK
# HKDC1 inhibitor – HKDC1 (human) hexokinase inhibition | inhibition, % at 20 µM | hit rate 0.16% among 340,000 | Q2TB90 | recombinant HKDC1, G6PDH/diaphorase resazurin coupled fluorescence;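 active = inhibition above about 35% when tested at 20 µM, limit read from the data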;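 also: plate controls were DMSO wells with enzyme for no effect and DMSO wells lacking enzyme for full effect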
#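 Material – in-house recombinant HK5 (HKDC1) enzyme · Quantity – HKDC1 at 5 µg/mL · Buffer or medium – pH 8.0 Tris buffer with 10 mM MgCl2 · Reagent – glucose with 1 mM ATP · Dosing – single 20 µM dose · Times – reaction time 90 min, room temperature, protected from light · Technique – resorufin fluorescence at 613 nm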
# PfGluPho inh – PfG6PD (Plasmodium falciparum) enzyme inhibition | PfGluPho enzyme, NADPH resazurin-diaphorase fluorescence | inhibition, % at 20 µM | hit rate 0.78% among 350,000 | AID 504690;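 active = inhibition reaching at least a set limit at 20 µM in the primary screen, cut at about 59% in these data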;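 also: 0% = DMSO wells with substrate and 100% = DMSO wells lacking glucose-6-phosphate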
# GRIN3A LBD mod – modulators (binders) of human NR3A ligand-binding domain; NR3A LBD differential scanning fluorimetry, Tm shift; 0% = protein alone, 100% = glycine-bound protein; Tm shift relative to glycine control, % at 25 µM; hit rate 2.5% among 340,000;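 active = melting temperature shift of at least 10% of the positive control shift, at one fixed dose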
# MPTP inh – permeability transition pore inhibition. isolated mouse mitochondria, Ca2+ swelling absorbance, 30 min. inhibition, % at 10 µM. hit rate 1.4% among 360,000. AID 602449;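 active = inhibition of 50% or more, scaled per plate between neutral and stimulator controls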;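 also: 0% = DMSO wells given calcium and 100% = 1 mM EGTA wells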
# ATG4B inh – blocks human ATG4B protease cleavage of LC3 substrate. inhibition, % at 8.33 µM. Q9Y4P1. AID 504462. hit rate 0.51% among 340,000. ATG4B cleavage of LC3-PLA2, NBD-HPC fluorescence, 1 h; in the data active = inhibition above about 40%
# SENP6 block – SENP6 protease inhibition; AID 2599; hit rate 1.8% among 330,000; inhibition, % at 10 µM; Recombinant SENP6 catalytic domain, aminoluciferin luminescence; Q9GZR1;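 active = inhibition above about 50% at the single tested dose, limit read from the data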;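 also: plate controls were DMSO wells with enzyme for no effect and DMSO wells lacking enzyme for full effect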
# Target sequence (Q9GZR1 628-1112 limits assumed): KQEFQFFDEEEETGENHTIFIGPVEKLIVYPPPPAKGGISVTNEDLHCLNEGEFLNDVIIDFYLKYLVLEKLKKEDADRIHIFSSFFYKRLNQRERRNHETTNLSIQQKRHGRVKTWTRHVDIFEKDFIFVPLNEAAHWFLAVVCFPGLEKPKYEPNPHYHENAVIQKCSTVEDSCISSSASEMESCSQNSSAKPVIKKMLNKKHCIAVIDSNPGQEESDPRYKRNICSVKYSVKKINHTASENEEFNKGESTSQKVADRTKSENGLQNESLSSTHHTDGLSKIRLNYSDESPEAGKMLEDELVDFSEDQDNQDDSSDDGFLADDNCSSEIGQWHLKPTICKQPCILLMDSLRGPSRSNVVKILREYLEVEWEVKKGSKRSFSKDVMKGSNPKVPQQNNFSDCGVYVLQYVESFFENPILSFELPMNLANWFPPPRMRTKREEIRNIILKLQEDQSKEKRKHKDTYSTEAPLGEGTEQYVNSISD
# * marks the source's active call; other numbers are inactive results; i = inactive; / = no result given.
SMILES,SENP7 inh,SENP8 block,HKDC1 inhibitor,PfGluPho inh,GRIN3A LBD mod,MPTP inh,ATG4B inh,SENP6 block
CC(=O)Nc1cc(C)c2nc(NC(C)=O)sc2c1,6,10,2,5,0,-0.7,1,-20
CC(C)(C)OC(=O)N1CCN(c2ccc(NC(=O)Cn3nnc(-c4ccccc4)n3)cc2)CC1,1,26,9,13,1,-3.8,-9,-18
O=C(c1ccco1)N1CCN(C(=O)C2CCCO2)CC1 (configuration not stated),9,18,-7,1,5,0.2,-5,-18
CC1CCCCN1S(=O)(=O)c1ccc(C(=O)Nc2nnc(-c3ccco3)o2)cc1 (configuration not stated),6,6,-5,-23,-6,-2.1,1,-7
COc1ccc(/C=N/N(C(C)=O)c2nc(-c3ccc(C)cc3)cs2)cc1,5,8,-5,1,2,4.7,-10,-6
COc1ccc(/C(N)=N/OC(=O)C2CCC(=O)N2S(=O)(=O)c2ccc(C)cc2)cc1OC (configuration not stated),-11,4,-8,-17,1,0.0,2,-5
CC(=O)Nc1ccc(NC(=O)c2ccc(OCc3c(C)noc3C)cc2)cc1,-15,7,-7,-5,1,0.5,5,-1
COc1c(N2CCN(C(=S)NCc3ccccc3)C(C)C2)c(F)cc2c(=O)c(C(=O)O)cn(C3CC3)c12 (configuration not stated),0,i,-2,-12,-5,-7.8,4,7
COc1ccc(NS(=O)(=O)c2ccc3oc(SC)nc3c2)cc1,10,9,-2,32,2,7.6,2,10
CCOC(=O)N/N=C/c1c(C)nn(-c2cccc(C(F)(F)F)c2)c1Cl,5,12,11,4,-4,1.5,10,3
Cc1ccccc1-c1nnn(CC(=O)Nc2ccc3c(c2)OCO3)n1,3,18,-9,8,-7,-0.6,-4,5
NCC(=O)N1CCC(C(=O)N[C@@H](Cc2c[nH]c3ccccc23)C(=O)O)CC1,-5,11,-6,-12,0,-0.5,4,-1
Fc1cccc(NCc2cn3ccccc3n2)c1,24,-16,1,9,-1,0.6,-5,-38
Cc1ccc(S(=O)(=O)N2CCCCC2)cc1NC(=O)c1cccnc1,-18,10,-1,17,0,0.2,-2,-19
Cc1cc(C)n(CC(=O)NNC(=O)COc2ccc(Cl)cc2Cl)n1,13,4,4,5,1,0.2,-4,8
NC(=O)c1cc([N+](=O)[O-])ccc1NCc1ccccn1,-6,6,-1,3,0,-0.6,-3,-7
Clc1ccccc1CSc1nncn1NC/C=C/c1ccccc1,-5,8,16,3,-4,1.1,4,-24
COc1ccc(OC)c(-c2csc(NC(=O)COC(=O)C3CCC3)n2)c1,-10,12,-2,14,-2,-0.9,-11,-7
O=C(O)C1CCCCN1S(=O)(=O)c1ccc(Cl)s1 (configuration not stated),-1,1,-3,1,-1,-0.1,-12,-8
CCCCNC(=O)NS(=O)(=O)c1ccc(NC(=O)C(NC(N)=O)C(C)CC)cc1 (configuration not stated),-7,34,-4,2,-1,-0.5,5,-14

# Record cards (already shown). Screens in order: SENP7 inh, SENP8 block, HKDC1 inhibitor, PfGluPho inh, GRIN3A LBD mod, MPTP inh, ATG4B inh, SENP6 block
# COc1ccc(/C(N)=N/OC(=O)C2CCC(=O)N2S(=O)(=O)c2ccc(C)cc2)cc1OC (configuration not stated) as listed: -11, 4, -8, -17, 1, 0.0, 2, -5
# O=C(c1ccco1)N1CCN(C(=O)C2CCCO2)CC1 (configuration not stated) as listed: 9, 18, -7, 1, 5, 0.2, -5, -18
# O=C(O)C1CCCCN1S(=O)(=O)c1ccc(Cl)s1 (configuration not stated) as listed: -1, 1, -3, 1, -1, -0.1, -12, -8
# CCOC(=O)N/N=C/c1c(C)nn(-c2cccc(C(F)(F)F)c2)c1Cl as listed: 5, 12, 11, 4, -4, 1.5, 10, 3
# Cc1ccccc1-c1nnn(CC(=O)Nc2ccc3c(c2)OCO3)n1 as listed: 3, 18, -9, 8, -7, -0.6, -4, 5

# An excerpt from above, showing only SENP8 block:
compound | SENP8 block
CC(C)(C)OC(=O)N1CCN(c2ccc(NC(=O)Cn3nnc(-c4ccccc4)n3)cc2)CC1 | 26
O=C(c1ccco1)N1CCN(C(=O)C2CCCO2)CC1 (configuration not stated) | 18
CC1CCCCN1S(=O)(=O)c1ccc(C(=O)Nc2nnc(-c3ccco3)o2)cc1 (configuration not stated) | 6
COc1ccc(/C=N/N(C(C)=O)c2nc(-c3ccc(C)cc3)cs2)cc1 | 8
COc1ccc(/C(N)=N/OC(=O)C2CCC(=O)N2S(=O)(=O)c2ccc(C)cc2)cc1OC (configuration not stated) | 4
CC(=O)Nc1ccc(NC(=O)c2ccc(OCc3c(C)noc3C)cc2)cc1 | 7
COc1c(N2CCN(C(=S)NCc3ccccc3)C(C)C2)c(F)cc2c(=O)c(C(=O)O)cn(C3CC3)c12 (configuration not stated) | i

# (next part)
SMILES,SENP7 inh,SENP8 block,HKDC1 inhibitor,PfGluPho inh,GRIN3A LBD mod,MPTP inh,ATG4B inh,SENP6 block
COc1cccc(-c2nc(CC(=O)O)cs2)c1OC,-11,17,-1,-11,1,-0.6,5,7
COc1cc(/C=C(\C#N)c2ccccn2)cc(OC)c1O,3,-98,1,4,-1,2.6,-7,-11
CCN(C(=O)COC(=O)c1ccccc1Cc1ccccc1)C1CCS(=O)(=O)C1 (configuration not stated),-4,11,0,6,6,0.3,-13,-7
CCC1(O)CC2CN(CCc3c([nH]c4ccccc34)C(C(=O)OC)(c3cc4c(cc3OC)N(C=O)C3C(O)(C(=O)OC)C(OC(C)=O)C5(CC)C=CCN6CCC43C65)C2)C1 (configuration not stated),/,28,1,11,-2,-0.9,-5,/
CCCCn1c(-c2c(Cl)c(C)nn2C)n[nH]c1=S,-2,-4,-5,19,1,0.2,-3,-5
O=C(CC1C(=O)NCCN1CC1CCCCC1)NCc1ccc(Cl)cc1 (configuration not stated),-2,-48,-12,-1,-1,1.1,-15,-3
CCOC(=O)c1nc(C)c(C(C)=O)s1,-7,5,-1,4,-2,-0.6,4,-7
CCN(CC(=O)Nc1ccc2c(c1)OCCO2)C(=O)/C=C/c1cccc(C(F)(F)F)c1,3,10,-3,15,-4,-0.2,-9,-7
COC(=O)c1ccc(COC(=O)C(NC(=O)Cc2ccccc2)C(C)C)cc1 (configuration not stated),-5,3,-5,12,1,0.8,-3,0
Cc1c(OCc2ccc([N+](=O)[O-])cc2)ccc2c3c(c(=O)oc12)CCC3,5,-10,-15,-11,0,10,-1,-6
O=C(Cn1nc(-c2ccccc2)ccc1=O)NCC1COCCO1 (configuration not stated),0,7,2,-9,1,-2.0,11,2
C[C@@H]1CN([C@@H](C)CO)C(=O)c2cc(NC(=O)Nc3ccc4c(c3)OCO4)ccc2O[C@H]1CN(C)S(=O)(=O)c1ccc(F)cc1,-11,6,-1,11,4,-1.9,-21,6
O=C(COc1ccccc1)Nc1nnc(-c2ccc(Cl)s2)o1,2,-417,3,-12,-2,-0.7,3,9
COc1cc(/C=N\NC(=O)C(C)(C)O)ccc1OC/C=C/c1ccccc1,5,-46,-4,12,1,2.4,-5,6
CC(C)(C)OC(=O)NC(CNCc1ccccc1)Cc1ccccc1 (configuration not stated),-8,10,-7,-6,0,-0.2,3,-10
CC(C)(C)c1cc(NS(=O)(=O)c2cccs2)no1,-14,6,0,-9,0,0.0,-4,3
CCOc1ccc(NC(=O)CC2C(=O)N(c3ccccc3)C(=O)N2Cc2ccccn2)cc1 (configuration not stated),-6,10,-3,-7,-3,-1.1,-11,6
O=c1cc(O)c(-c2ccccc2)c(Cl)[nH]1,-8,14,4,-3,3,1.9,-4,-14
CC(NC1CCN(Cc2ccccc2)CC1)c1ccc(F)cc1 (configuration not stated),6,12,3,2,2,1.0,-8,-9
Cn1c(CN2CCCCC2)nc2cc(NC(=O)c3ccccc3Cl)ccc21,-3,-229,-15,27,0,0.4,-2,-14
Brc1ccc(OCCCN2CCOCC2)cc1,3,25,-6,15,2,-1.3,3,-3
Cc1c(Cl)c(-c2n[nH]c(=S)n2-c2ccccc2)nn1C,-4,16,-7,14,-1,-0.9,6,14
COc1cccc2c3c(c(C)nc12)CC(C)O3 (configuration not stated),-8,i,-1,6,0,0.3,-14,-12
COc1cc2c(cc1OC)C(C(=O)NCc1cccnc1)C(c1cccnc1)N(C)C2=O (configuration not stated),6,8,-4,-5,2,0.2,-6,-13
COc1ccccc1C(=O)NC(=O)Cn1nc(C)c([N+](=O)[O-])c1C,-9,20,-2,18,0,-1.0,-9,-7
Brc1ccc(-c2noc(COc3ccc4c(c3)CCC4)n2)o1,-2,1,5,5,2,2.7,-1,-13
CCOc1ccc(NC(=O)C2CCCN(S(=O)(=O)c3ccc4c(c3)CC(C)N4C(C)=O)C2)cc1 (configuration not stated),-5,5,-2,-1,-10,0.8,-2,-5
COc1ccc(C(=O)NC2CCC(O)CC2)cc1S(=O)(=O)NCc1ccc(Cl)cc1 (configuration not stated),-13,18,-5,-11,0,-0.4,-39,-17
COc1ccc(S(=O)(=O)Cc2ccc(C(=O)NC3CCCCCC3)o2)cc1,12,7,1,1,-3,-0.9,-3,-19
CN(C)/C=N/C(=S)Nc1ccccc1,-11,15,-5,-8,-2,-1.5,-7,-3
CCNc1nc(NC(C)(C)C)nc(N2CCCC2)n1,6,28,2,6,1,18,-21,-29
CN(CC(=O)Nc1ccc(F)c(F)c1F)C(=O)c1ccc2c(c1)S(=O)(=O)N=C1CCCCCN12,-10,9,-4,-22,0,-0.8,-2,-11
Nc1nonc1C(=O)NCCNc1ccc([N+](=O)[O-])cc1,-1,22,-4,8,-3,1.1,-3,3
CCCNC(=O)COC(=O)CCC(=O)c1cccs1,4,1,-3,-15,-2,1.1,1,1
COc1ccc(CC(=O)OCC(=O)c2ccc(OC)cc2)cc1,-5,17,9,-16,-1,6.1,9,-34
COc1cc(C(=O)OCC(=O)c2cc(C)n(C)c2C)cc(OC)c1OC,-8,8,0,5,1,0.7,-11,-27
O=C(Cc1ccc(-n2c(=O)c3sccc3n(CC(=O)Nc3ccccc3)c2=O)cc1)NCc1ccco1,-6,10,-1,-6,4,0.2,6,24
CCCCCOC(=O)c1ccc(N2C(=O)C3C4C=CC(C4)C3C2=O)cc1 (configuration not stated),4,9,-6,9,2,0.2,-5,-2
CN(Cc1ccccc1)C(=O)c1[nH]cnc1C(=O)Nc1ccccc1,-1,10,-1,0,-1,-0.1,-12,-8
CC(=O)NC(C)C(=O)OCc1ccc(Cl)cc1Cl (configuration not stated),2,20,6,-10,-1,-1.0,2,0
COc1ccc(N(CC(=O)NCc2ccco2)C(=O)CCC(=O)Nc2nccs2)cc1,5,6,-1,-9,-1,0.8,-6,-7
N#CCCSCc1ccc(C(=O)O)o1,12,12,-4,-13,0,-0.4,12,-15
Cc1ccccc1OCC(=O)Nc1ccc(S(=O)(=O)Nc2ccccn2)cc1,0,-172,-3,-10,-5,0.3,-7,-5
Cc1cc(C)n(C(=O)c2ccc(S(=O)(=O)N3CCCC3)cc2)n1,-5,12,-3,-18,1,0.7,8,-30
O=C(Cc1c(F)c(F)c(F)c(F)c1F)OC12CC3CC(C1)C(=O)C(C3)C2,4,-1,7,-23,1,-0.1,-7,1
Cc1nn2c(NCc3ccccn3)cc(C(C)(C)C)nc2c1-c1ccccc1,12,-441,-1,14,-3,-0.9,1,-11
O=C(NCc1ccc2c(c1)OCO2)c1cccnc1Cl,7,12,-10,12,-2,0.7,5,-19
COc1cc(SC#N)ccc1N=Cc1c(C)[nH]n(-c2ccc(Cl)cc2)c1=O,-2,61*,-41,14,-3,3.6,-4,8
CC(=O)c1ccc(N2CCN(c3ccnc4cc(Cl)ccc34)CC2)cc1,3,-95,3,-14,-4,8.9,6,-15
Cc1ccc(NC(=O)Cn2cccc2)cc1C,-3,8,-6,-3,-1,-1.1,6,1
COc1ccccc1NS(=O)(=O)c1cc(NC(=O)c2ccccc2C)ccc1N1CCOCC1,/,-5,-4,11,-5,0.6,-7,/
O=C(COC(=O)c1ccccc1Nc1ccccc1F)c1ccccc1,-3,5,-1,14,5,1.2,27,-11
COc1ccccc1Cc1nnnn1CC(=O)O,-10,12,-11,-15,3,-1.6,-12,-4
CN(C)c1ccc(NC(=O)N2CCOCC2)cc1,5,27,-1,33,-1,-1.1,6,6
Cc1ccc(NC(=O)Cn2nnc3ccccc3c2=O)cc1,2,-12,-2,10,0,0.3,1,23
